# Bim-Mcl-1: inhibitors of Bim peptide binding to Mcl-1, primary screen, biochemical, bead-based flow cytometry, multiplex. Induced myeloid leukemia cell differentiation protein Mcl-1 (Homo sapiens), Q07820. hit rate 0.1% among 190,000. Bim peptide-Mcl-1 binding. AID 1009, 2008. inhibition, % at 10 µM;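 also: 0% = no compound tracer wells and 100% = peptide blocker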
# Mcl1 Bid PPI: Mcl-1/Bid binding inhibitors, primary screen, biochemical, TR-FRET, 1536-well | inhibition, % at 21.7 µM | hit rate 0.97% among 220,000 | TR-FRET Mcl-1/Bid-Dy647 peptide binding;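 active = compounds that cut the binding signal by more than half at the single screening dose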;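 also: His-tagged Mcl-1 with europium anti-His antibody binding Bid BH3 peptide; 0% = Mcl-1 plus peptide wells and 100% = peptide-only wells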
# RGS7-Gao reg: RGS7-Galphao binding modulators, primary screen, biochemical, multiplexed bead flow cytometry. Guanine nucleotide-binding protein G(o) subunit alpha (Homo sapiens), P09471. actives lie on both sides. binding response (% of control), % at 10 µM. hit rate 0.35% among 220,000. AID 1439, 2008; in the data active = binding response below about 49% or above about 150%; inconclusive = no clear call, values can overlap the other calls; inactive = in between;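 also: fluorescent Galphao held in activated GDP-AlF4 state binding bead-coupled RGS7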
# Target sequence (P09471 whole entry, looked up): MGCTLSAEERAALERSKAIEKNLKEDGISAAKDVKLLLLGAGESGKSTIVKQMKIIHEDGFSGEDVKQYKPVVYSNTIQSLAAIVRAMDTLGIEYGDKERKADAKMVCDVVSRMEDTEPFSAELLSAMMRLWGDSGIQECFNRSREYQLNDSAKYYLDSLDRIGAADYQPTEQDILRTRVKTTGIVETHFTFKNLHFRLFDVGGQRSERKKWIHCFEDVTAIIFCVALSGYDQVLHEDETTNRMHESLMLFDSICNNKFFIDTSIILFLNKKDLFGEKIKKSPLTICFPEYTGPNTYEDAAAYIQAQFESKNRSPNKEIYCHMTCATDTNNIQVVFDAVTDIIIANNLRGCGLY
# Bcl-XL Bim block: inhibitors of Bim-Bcl-XL binding, primary screen, biochemical, multiplexed, bead flow cytometry, human Bcl-XL; Bcl-2-like protein 1 (Homo sapiens), Q07817; Bim peptide-Bcl-XL binding, fluorescence; inhibition, % at 10 µM; hit rate 0.04% among 190,000
# Target sequence (Q07817 whole entry, looked up): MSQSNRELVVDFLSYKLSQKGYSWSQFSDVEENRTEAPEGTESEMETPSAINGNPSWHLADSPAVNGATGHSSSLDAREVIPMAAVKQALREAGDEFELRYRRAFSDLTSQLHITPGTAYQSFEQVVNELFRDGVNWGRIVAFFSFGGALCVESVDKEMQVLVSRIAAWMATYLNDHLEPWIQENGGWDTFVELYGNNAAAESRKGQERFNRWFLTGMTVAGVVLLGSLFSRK
# Bim-Bcl-2: inhibitors of Bim-Bcl-2 binding, primary screen, biochemical, multiplexed, human Bcl-2 family | Apoptosis regulator Bcl-2 (Homo sapiens), P10415 | Bead-based flow cytometry, Bim peptide-Bcl-2 binding | inhibition, % at 10 µM | hit rate 0.06% among 190,000 | AID 950, 2007; in the data active = inhibition above about 40%; inconclusive = no clear call, values can overlap the other calls;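 also: 0% = no compound wells with probe peptide and 100% = reference peptide inhibitor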
# Target sequence (P10415 whole entry, looked up): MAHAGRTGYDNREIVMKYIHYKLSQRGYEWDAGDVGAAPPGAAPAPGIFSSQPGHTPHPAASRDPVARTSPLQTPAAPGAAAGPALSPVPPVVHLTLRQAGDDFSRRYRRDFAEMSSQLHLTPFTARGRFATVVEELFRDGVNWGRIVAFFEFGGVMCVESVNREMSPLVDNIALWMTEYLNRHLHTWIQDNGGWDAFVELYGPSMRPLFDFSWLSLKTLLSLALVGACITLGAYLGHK
# Bcl-B Bim block: inhibitors of Bim-Bcl-B binding, primary screen, biochemical, multiplexed, human Bcl-2 family | inhibition, % at 10 µM | Bcl-2-like protein 10 (Homo sapiens), Q9HD36 | hit rate 0.073% among 190,000 | AID 951, 2007 | bead-based flow cytometry, Bim peptide-Bcl-B binding;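 also: 0% = tracer peptide without compound and 100% = reference inhibitor peptide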
# Mcl1 Noxa PPI: Mcl-1/Noxa binding inhibitors, primary screen, biochemical, TR-FRET, 1536-well. Induced myeloid leukemia cell differentiation protein Mcl-1 (Homo sapiens), Q07820. TR-FRET Mcl-1/Noxa peptide binding, 2 h. inhibition, % at 21.7 µM. hit rate 1.5% among 220,000. AID 1022, 2008;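 active = compounds that cut the protein-peptide binding signal by more than 50% relative to plate controls in a single-dose test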;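 also: His-tagged Mcl-1 with rhodamine Noxa BH3 peptide and terbium anti-His antibody; 0% = Mcl-1 plus Noxa peptide wells and 100% = peptide-only wells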
# RGS4-Gao reg: modulators of RGS4 binding to Galphao, primary screen, biochemical, multiplexed bead flow cytometry; binding response (% of control), % at 10 µM; Guanine nucleotide-binding protein G(o) subunit alpha (Homo sapiens), P09471; hit rate 0.33% among 220,000; AID 1415, 2008; actives lie on both sides; in the data active = binding response below about 49% or above about 150%; inactive = in between;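 also: fluorescent Galphao activated with aluminum fluoride binding bead-coupled RGS4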
# Bfl-1 Bim block: inhibitors of Bim binding to Bfl-1, primary screen, biochemical, multiplexed, bead-based flow cytometry. Bcl-2-related protein A1 (Homo sapiens), Q16548. Bim-Bfl-1 binding inhibition. inhibition, % at 10 µM. hit rate 0.12% among 190,000;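 also: 0% = wells without compound plus tracer and 100% = blocker peptide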
# RGS8-Gao reg: RGS8-Galphao binding modulators, primary screen, biochemical, multiplexed bead flow cytometry; actives lie on both sides; response (percent of control binding), % at 10 µM; hit rate 0.34% among 220,000; AID 1423, 2008; in the data active = response below about 60% or above about 140%; inactive = in between;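 also: Galphao activated as the GDP aluminium fluoride complex binding bead-coupled RGS8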
# Bim-Bcl-W: inhibitors of Bim binding to Bcl-W, primary screen, biochemical, multiplexed, bead-based flow cytometry; hit rate 0.02% among 190,000; AID 952, 2007; Bim peptide-Bcl-W binding; Bcl-2-like protein 2 (Homo sapiens), Q92843; inhibition, % at 10 µM;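 also: 0% = bound tracer without compound and 100% = peptide blocker; higher means less fluorescent Bim peptide bound to Bcl-W beads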
# Target sequence (Q92843 whole entry, looked up): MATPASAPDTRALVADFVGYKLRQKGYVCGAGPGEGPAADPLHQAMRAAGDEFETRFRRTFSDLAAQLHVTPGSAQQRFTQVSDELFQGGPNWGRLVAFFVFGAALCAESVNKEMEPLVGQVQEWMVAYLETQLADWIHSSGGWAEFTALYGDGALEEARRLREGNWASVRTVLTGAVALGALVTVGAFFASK
# Active calls of the source: *; ? = inconclusive; nt = no result given. Rule as the data show it, unless noted: active = inhibition above about 40%.
SMILES,Bim-Mcl-1,Mcl1 Bid PPI,RGS7-Gao reg,Bcl-XL Bim block,Bim-Bcl-2,Bcl-B Bim block,Mcl1 Noxa PPI,RGS4-Gao reg,Bfl-1 Bim block,RGS8-Gao reg,Bim-Bcl-W
COc1ccc(/C=N/NC(=O)c2cccc(NC(=O)c3ccccc3Cl)c2)cc1OC,1,-6,96,-5,0,-2,22,103,-2,102,0
COc1ccccc1NC(=S)N1CCCC1,-3,-8,122,-6,-5,-6,-2,122,-1,129,-6
O=C1c2ccccc2NC(c2cccc(O)c2)N1NS(=O)(=O)c1ccccc1 (centres undefined),1,-25,99,-2,-2,-2,4,97,0,97,-3
Cc1ccccc1COc1ccc(/C=C(\C#N)C(N)=O)cc1,3,-24,108,0,1,-3,-1,103,-5,103,0
O=C(CCN1C(=O)COc2ccccc21)NCCCN1CCN(c2ccc(F)cc2)CC1,-2,-14,103,-8,-7,-9,23,105,-18,102,-2
CC(N=C1NS(=O)(=O)c2ccccc21)c1ccccc1 (centres undefined),-6,5,103,0,-8,-9,4,101,-11,103,0
CCOC(=O)c1cc(-c2ccc3c(c2)OCO3)nc2onc(C)c12,-7,0,102,-8,-7,-9,-4,100,-11,104,0
O=C(/C=C/c1ccccc1)NC1CCSC1=O (centres undefined),-2,-9,99,-5,-4,-7,10,101,-13,96,-1
Cn1c(C(=O)Nc2ccc3c(c2)OCO3)cc2c(=O)n(C)c3ccccc3c21,-5,48,93,-13,-12,-14,21,99,-12,93,-10
O=C(c1ccccn1)c1ncc(C(F)(F)F)cc1Cl,2,-1,106,-3,-8,-5,8,106,-11,101,2
CCCSc1ccc(-c2nn(-c3ccccc3)cc2/C=C(/C#N)C(=O)NCCCOC)cc1,-7,-8,99,-8,-5,-6,-19,99,-2,101,-5
CCOc1ccc(NN=C(C(=O)OC)C(=O)OC)c([N+](=O)[O-])c1,nt,10,?,nt,nt,nt,-1,105,nt,102,nt
CCN(CC)c1ccc(NC(=O)CSc2ccsc2[N+](=O)[O-])c(C)c1,-4,-86,86,-3,7,-6,66*,91,13,97,0
Cc1cccc(OCC(O)Cn2c(NCCCOC(C)C)nc3c2c(=O)[nH]c(=O)n3C)c1 (centres undefined),-7,-3,103,-8,-8,-7,8,99,-16,102,-3
COc1ccc(S(=O)(=O)Nc2ccc(F)cc2)cc1N(C)S(=O)(=O)c1ccc(Cl)cc1,-1,-3,94,0,-13,-8,-13,99,-16,99,-4
COc1ccc(/C(O)=C/C(=O)C(=O)Nc2c(C)n(C)n(-c3ccccc3)c2=O)cc1,-2,-48,97,2,-3,0,-42,98,-1,99,-2
COc1ccc(C2c3sc(=O)[nH]c3SC3C4CCC(C4)C23)cc1 (centres undefined),-1,17,95,2,-8,-13,25,93,-2,93,5
COc1ccc(NC(=O)NC2CCCCC2C)cc1 (centres undefined),0,-11,?,0,-4,-3,20,108,-5,103,1
COCCCNC(=S)Nc1cc(C)c(C)cc1C,nt,-36,?,nt,nt,nt,4,101,nt,101,nt
O=C(O)c1ccc(CSc2nnc(COc3ccccc3)o2)cc1,-3,-18,102,-2,-3,-8,18,103,-4,98,-5
CCCCNC(=O)C(c1ccc(OCC(=O)OC)c(C(=O)OC)c1)N(CCc1c[nH]c2ccccc12)C(=O)CCCCCN1C(=O)NC(c2ccc(-c3ccccc3)cc2)C(C(=O)OCc2ccccc2)=C1C (centres undefined),nt,-76,?,nt,nt,nt,-11,103,nt,104,nt
CCC(OC(=O)C1=Cc2ccccc2OC1)C(=O)NCc1ccco1 (centres undefined),-2,-35,96,-2,-5,-3,0,95,-8,101,-3
Cc1ccccc1Cn1cc(NC(=O)c2cc(C3CC3)on2)cn1,nt,20,?,nt,nt,nt,-21,110,nt,105,nt
Cc1nc(C(=O)O)nn1-c1ccc([N+](=O)[O-])cc1,0,6,101,-2,2,-1,9,101,-3,101,2
O=C(NNC1CC(=O)N(c2ccc(Br)cc2)C1=O)c1ccccn1 (centres undefined),0,-8,102,-2,0,2,7,97,0,99,-1
# Continuation.
SMILES,Bim-Mcl-1,Mcl1 Bid PPI,RGS7-Gao reg,Bcl-XL Bim block,Bim-Bcl-2,Bcl-B Bim block,Mcl1 Noxa PPI,RGS4-Gao reg,Bfl-1 Bim block,RGS8-Gao reg,Bim-Bcl-W
CCc1ccc(/C=C/c2c[nH]c3ccccc23)[n+](CC)c1,-4,-78,108,-4,-1,-4,-20,105,-1,102,0
CCn1c(-c2cccn(Cc3ccccc3)c2=O)n[nH]c1=S,0,-26,105,-7,1,-16,11,108,-2,107,0
O=C(NC(=S)Nc1ccc(NC(=O)c2ccco2)cc1)c1ccccc1,0,-42,92,-2,-3,-3,9,96,0,98,-1
Cc1ccc(NS(=O)(=O)c2cccc(C(=O)NCCc3c[nH]c4ccccc34)c2)c(C)c1,-2,-46,101,-7,-4,-8,15,102,-4,101,-2
COC(=O)c1c(CCl)noc1C(=O)NC(C)C,-4,-66,101,-12,-1,-8,14,102,-16,101,-6
CCCCNC(=O)[C@H](Cc1c[nH]c2ccccc12)NC(=O)c1ccccc1Cl,-3,-78,99,-6,-1,-6,-4,100,-2,102,-1
CCOC(=O)N1CCC(NC(=O)c2cnn3c2NC(c2ccco2)CC3C(F)(F)F)CC1 (centres undefined),0,-8,99,-2,2,0,-17,99,0,98,-2
CCC(C)(C)n1nnnc1C(c1cc(OC)ccc1OC)N1CCC(C(N)=O)CC1 (centres undefined),-2,-7,102,-5,2,-1,4,103,1,102,-3
CN(C)c1cc[n+](CC(=O)c2ccc(OC(F)F)cc2)cc1,nt,-18,?,nt,nt,nt,19,101,nt,101,nt
CCCCOc1ccc(C(C)NC(=O)CCS(=O)(=O)Cc2ccccc2Cl)cc1 (centres undefined),0,-4,92,-5,-4,-9,-3,99,-12,99,-3
Cc1csc(=Nc2ccccc2)n1CCO,-5,-72,109,-8,-11,-17,12,104,-10,101,-6
CCCC(c1nnnn1CC1CCCO1)N1CCN(c2ccccc2)CC1 (centres undefined),0,18,94,-2,-2,-9,20,98,-5,103,-1
Cc1occc1-c1nc(-c2ccncc2)no1,0,-27,94,-3,-3,-4,9,96,-10,94,1
CCOC(=O)N1CCN(C(=O)c2ccc(CNS(=O)(=O)c3ccc(OC)cc3)cc2)CC1,-3,-8,101,-8,-9,-8,11,107,-10,107,-1
Cc1ccc(-n2c(SCC(=O)NCc3ccco3)nc3sc4c(c3c2=O)CC(C)(C)SC4)cc1,2,89*,99,0,0,-2,-85,99,-2,99,-2
COCCCN(CC(=O)O)S(=O)(=O)c1ccccc1,-1,-14,?,-1,0,-2,-3,98,-5,100,0
COc1ccc(C(=O)N/N=C(\C)Cn2nc([N+](=O)[O-])cc2C)cc1,nt,-6,101,nt,?,nt,3,98,nt,100,nt
O=C(Nc1ccccc1Cc1ccccc1)c1oc2ccccc2c1COc1ccccc1,-4,-2,97,-6,-5,-7,3,97,-3,91,-4
O=C(CCNS(=O)(=O)c1cccs1)NC1CCN(Cc2ccccc2)CC1,-1,3,102,-1,-4,-1,4,101,-5,101,-1
CCOC(=O)c1c(N)sc(C(O)(C(F)(F)F)C(F)(F)F)c1-c1ccccc1,-3,-14,97,-8,-9,-8,1,101,-15,103,0
Cc1ccc(C)c(NC(=O)COC(=O)c2cccc3c2C(=O)c2ccccc2C3=O)c1,24,-1,98,28,22,16,21,99,24,99,15
CCOc1ccc(-n2c(=O)c3sccc3n(Cc3cccc([N+](=O)[O-])c3)c2=O)cc1,3,-4,96,0,0,-2,9,96,-2,99,3
Cc1ccccc1OCC(O)CN(Cc1ccccc1O)C1CCCCC1 (centres undefined),0,-30,?,0,-1,-4,10,104,-5,102,-1
CC(C)c1ccc(-c2noc(C3CCCN(C(=O)c4ccc(F)cc4F)C3)n2)cc1 (centres undefined),-5,25,92,-3,-7,-3,7,97,-8,96,-3
NC1=NS(=O)(=O)NC1c1cccc(F)c1 (centres undefined),-2,-3,105,0,0,0,11,107,-2,102,0

# 11 entries already listed, sorted by length of the SMILES, lowest first:
SMILES,Bim-Mcl-1,Mcl1 Bid PPI,RGS7-Gao reg,Bcl-XL Bim block,Bim-Bcl-2,Bcl-B Bim block,Mcl1 Noxa PPI,RGS4-Gao reg,Bfl-1 Bim block,RGS8-Gao reg,Bim-Bcl-W
Cc1occc1-c1nc(-c2ccncc2)no1,0,-27,94,-3,-3,-4,9,96,-10,94,1
COC(=O)c1c(CCl)noc1C(=O)NC(C)C,-4,-66,101,-12,-1,-8,14,102,-16,101,-6
CCn1c(-c2cccn(Cc3ccccc3)c2=O)n[nH]c1=S,0,-26,105,-7,1,-16,11,108,-2,107,0
O=C(Nc1ccccc1Cc1ccccc1)c1oc2ccccc2c1COc1ccccc1,-4,-2,97,-6,-5,-7,3,97,-3,91,-4
COc1ccc(C(=O)N/N=C(\C)Cn2nc([N+](=O)[O-])cc2C)cc1,nt,-6,101,nt,?,nt,3,98,nt,100,nt
CCCCNC(=O)[C@H](Cc1c[nH]c2ccccc12)NC(=O)c1ccccc1Cl,-3,-78,99,-6,-1,-6,-4,100,-2,102,-1
CC(C)c1ccc(-c2noc(C3CCCN(C(=O)c4ccc(F)cc4F)C3)n2)cc1 (centres undefined),-5,25,92,-3,-7,-3,7,97,-8,96,-3
Cc1ccc(C)c(NC(=O)COC(=O)c2cccc3c2C(=O)c2ccccc2C3=O)c1,24,-1,98,28,22,16,21,99,24,99,15
CCOC(=O)N1CCC(NC(=O)c2cnn3c2NC(c2ccco2)CC3C(F)(F)F)CC1 (centres undefined),0,-8,99,-2,2,0,-17,99,0,98,-2
CCOC(=O)N1CCN(C(=O)c2ccc(CNS(=O)(=O)c3ccc(OC)cc3)cc2)CC1,-3,-8,101,-8,-9,-8,11,107,-10,107,-1
Cc1ccc(NS(=O)(=O)c2cccc(C(=O)NCCc3c[nH]c4ccccc34)c2)c(C)c1,-2,-46,101,-7,-4,-8,15,102,-4,101,-2

# Compound activity (PubChem BioAssay)

# Compounds were not picked by outcome (roughly 2.7% active in at least one column).
